Screening data from PubChem.
TCR act: Activators of T cell receptors: qHTS campaign | 330,000 tested, under 10 active | Potency, µM (highest dose often 9.22 µM), for inactives: at the highest dose activation of IL-2 secretion, usual class: activators | AID 504894, 2011 | primary human leukocytes, anti-CD3, IL-2 HTRF, 48 h; also: % of control where 0% means no effect
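Readout: HTRF IL-2, Eu-cryptate/d2 antibody pair, 320nm excitation, 665nm emission. Stimulus: a-CD3 beads, no co-stimulation. Cells: primary human leukocytes. Exposure: 48 hr with compound.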
PTAP TSG101 blk: qHTS Assay for Iinhibitors of HIV-1 Budding by Blocking the Interaction of PTAP/TSG101; Fluorescence polarization, FITC-PTAP peptide / Tsg101 binding; Potency, µM (series often up to 115 µM), inactives show top-dose activity change, negative = inhibition, most hits filed as inhibitors; 340,000 tested, under 10 active; AID 493005, 2010; active = well fitted inhibition curve with a large enough effect in the main read-out, with a control signal flat, not every such curve was filed as active; inconclusive = small, poorly fitted or top-dose-only effect, or effect the other way, or a change in a side signal; inactive = no such curve, though single readings can be large or run the other way; also: potency is read from the fitted curve at half-maximal effect; % of control where 0% means no effect
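Steps: Tsg101 binding domain dispensed (10 uM final), compounds pinned in DMSO, FITC-labeled PTAP-motif peptide added (50 nM final); after 20 min binding at room temperature, polarization measured.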
Mito fusion act: qHTS Assay for Small Molecule Inhibitors of Mitochondrial Division or Activators of Mitochondrial Fusion | hit rate 0.23% among 320,000 | S. cerevisiae fusion-defective mutant growth rescue, CellTiterGlo 48 h | AID 485298, 2010 | Potency, µM (titrated, usually from 46.1 µM), inactives show at the top dose growth rescue (activation), hits mostly activators;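 also: potency is read from the fitted curve at half-maximal effect; % of control where 0% means no effect; nearly all actives have a fitted effect of over 45% in size; temperature-sensitive fusion mutants such as fzo1-1 at 37 °C on non-fermentable ethanol glycerol medium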
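Compounds are tested for their ability to restore growth of mitochondrial fusion-defective yeast strains at non-permissive 37C in YPEG medium over 48 hours. Viability is quantified by luciferase luminescence.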
TSHR antag: Antagonists of the Thyroid Stimulating Hormone Receptor: HTS campaign | Thyrotropin receptor (Homo sapiens), P16473 | TSHR-expressing cells, TSH-stimulated cAMP HTRF, 2 h; stronger effect = lower value | activity change, negative = inhibition, % at 11.5 µM | hit rate 0.2% among 330,000 | AID 504810, 2011;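 active = activity change below a set negative limit, meaning inhibition stronger than a set level, cut at about -70% in these data; inconclusive = activity change between two set negative limits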; also: % is scaled to controls: 0 for no effect and ±100 for the full control effect
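TSHR-expressing cells, 200/well, pre-treated with compound, then stimulated with EC80 TSH (4nM final) for 2 hours at 37 deg C. cAMP measured by competitive HTRF: anti-cAMP cryptate antibody in lysis buffer plus cAMP-d2, read after 30 minutes at room temperature.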
Menin MLL FP TR: qHTS Assay for Inhibitors Targeting the Menin-MLL Interaction in MLL Related Leukemias: Competition With Texas Red Labeled MLL-derived Mutant Peptide | O00255 | Menin + Texas Red MLL mutant peptide, fluorescence polarization | Potency, µM (titrated, usually from 61.6 µM), for the others: at the top dose FP activity change, negative = inhibition, hits mostly inhibitors | hit rate 0.23% among 270,000 | AID 1768, 2009; active = well fitted inhibition curve with a large enough effect in the polarisation, with a control signal flat, not every such curve was filed as active; inconclusive = small, poorly fitted or top-dose-only effect, or effect the other way, or a change in a side signal; inactive = no such curve, though single readings can be large or run the other way; the % refers to the polarisation; also: potency is read from the fitted curve at half-maximal effect; % of control where 0% means no effect; many of its hits are not listed in these tables
Target sequence (O00255 whole entry, looked up): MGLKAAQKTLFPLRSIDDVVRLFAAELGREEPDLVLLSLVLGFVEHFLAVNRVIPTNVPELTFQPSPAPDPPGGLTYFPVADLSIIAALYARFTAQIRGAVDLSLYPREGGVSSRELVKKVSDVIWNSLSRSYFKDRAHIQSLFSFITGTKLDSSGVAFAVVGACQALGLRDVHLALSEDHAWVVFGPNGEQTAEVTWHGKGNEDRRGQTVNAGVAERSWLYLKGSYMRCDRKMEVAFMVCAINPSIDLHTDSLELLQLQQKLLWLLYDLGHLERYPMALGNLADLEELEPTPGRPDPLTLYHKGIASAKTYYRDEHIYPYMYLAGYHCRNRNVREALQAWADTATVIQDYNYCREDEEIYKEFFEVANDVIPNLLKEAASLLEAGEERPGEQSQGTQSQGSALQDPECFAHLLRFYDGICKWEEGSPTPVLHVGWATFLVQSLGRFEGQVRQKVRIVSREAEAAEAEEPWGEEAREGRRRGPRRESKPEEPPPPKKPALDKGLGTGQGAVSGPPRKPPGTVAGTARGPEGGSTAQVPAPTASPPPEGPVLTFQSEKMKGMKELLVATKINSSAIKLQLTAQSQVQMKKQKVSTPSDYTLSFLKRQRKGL
CXXC DNA block: qHTS Fluorescence Polarization Assay for Inhibitors of MLL CXXC domain - DNA interaction | MLL-CXXC / FITC-HOXA9 DNA fluorescence polarization | Potency, µM (doses to about 115 µM), without a hit: at the highest dose activity change, negative = inhibition, usual class: inhibitors | hit rate 0.037% among 290,000 | AID 2662, 2010; active = well fitted inhibition curve with a large enough effect in the polarisation, with a control signal flat, not every such curve was filed as active; inconclusive = small, poorly fitted or top-dose-only effect, or effect the other way, or a change in a side signal; inactive = no such curve, though single readings can be large or run the other way; the % refers to the polarisation; also: potency is read from the fitted curve at half-maximal effect
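Purified MLL-CXXC (added from a 7 uM solution) was preincubated 5 min at ambient with pinned compounds in 50 mM Tris-HCl pH 7.5, 50 mM NaCl, 1 mM DTT, 0.05% BSA. Fluorescein-labeled HOX-A9 DNA (50 nM solution) followed, 30 min, then polarization read.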
Integrin act MD: qHTS for Activators of Integrin-Mediated Alleviation for Muscular Dystrophy; alpha7betagal myoblasts, beta-gal FDG fluorescence, 48 h; Potency, µM (top dose mostly 38.3 µM), inactives show top-dose activation, most hits filed as activators; hit rate 0.064% among 350,000; AID 624291, 2012;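 also: potency is read from the fitted curve at half-maximal effect; 100% = response of the positive control SU9516; nearly all actives have a fitted effect of over 60% in size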
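alpha7betagal+/- myoblasts (passage 13, 250/well) treated 48 h at 37C with compounds at 1:260 dilution of DMSO stock. Lysed, then beta-galactosidase activity read as FDG fluorescence (ex 480/em 540) after 30 min, with pre-read for autofluorescence.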
A-T KAP1 phos: qHTS Assay for Identifying a Potential Treatment of Ataxia-Telangiectasia; hit rate 0.19% among 320,000; […] A-T fibroblasts, KAP-1 phosphorylation AlphaLISA; neocarzinostatin DNA damage 30 min before lysis; Potency, µM (series often up to 57.5 µM), inactives show at the highest dose activation, most hits filed as activators; AID 485349, 2010; also: potency is read from the fitted curve at half-maximal effect; % of control where 0% means no effect; nearly all actives have a fitted effect of over 45% in size
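hTERT-immortalized A-T patient fibroblasts ([…]), 500 cells/well in OPTI-MEM, 1% FBS, got compounds for 60 min, then NCS for 30 min at 37C. Lysates were then assayed for phospho-KAP-1 by AlphaLISA (anti-pKAP1 donor, anti-KAP1 acceptor beads), 6 hr at 25C.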
ASM inhibitor: Inhibitors of Secretory Acid Sphingomyelinase (S-ASM): qHTS; Sphingomyelin phosphodiesterase (Homo sapiens), P17405; placental ASM, HMU-PC fluorogenic substrate, 60 min; Potency, µM (series often up to 57.5 µM), inactives show at the top dose activity change, negative = inhibition, most hits filed as inhibitors; hit rate 0.006% among 340,000; AID 504937, 2011; also: potency is read from the fitted curve at half-maximal effect
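HMU-PC0 cleavage (9 uM final) by human placental ASM, 60 min at 37 °C following 10 min compound exposure at RT; stopped at pH 10, fluorescence Ex 386/Em 447 nm.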
MBNL1-CUG inh: qHTS Assay for Inhibitors of MBNL1-poly(CUG) RNA binding; Muscleblind-like protein 1 (Homo sapiens), Q9NR56; TR-FRET MBNL1-His/biotin-(CUG)12 binding, 665/545 ratio; Potency, µM (series often up to 57.5 µM), without a hit: at the highest dose activity change, negative = inhibition, hits mostly inhibitors; hit rate 0.036% among 280,000; active = well fitted inhibition curve with a large enough effect in the signal ratio, with a control signal flat, not every such curve was filed as active; inconclusive = small, poorly fitted or top-dose-only effect, or effect the other way, or a change in a side signal; inactive = no such curve, though single readings can be large or run the other way; the % refers to the signal ratio; also: potency is read from the fitted curve at half-maximal effect; % is scaled to controls: 0 for no effect and ±100 for the full control effect
Target sequence (Q9NR56 whole entry, looked up): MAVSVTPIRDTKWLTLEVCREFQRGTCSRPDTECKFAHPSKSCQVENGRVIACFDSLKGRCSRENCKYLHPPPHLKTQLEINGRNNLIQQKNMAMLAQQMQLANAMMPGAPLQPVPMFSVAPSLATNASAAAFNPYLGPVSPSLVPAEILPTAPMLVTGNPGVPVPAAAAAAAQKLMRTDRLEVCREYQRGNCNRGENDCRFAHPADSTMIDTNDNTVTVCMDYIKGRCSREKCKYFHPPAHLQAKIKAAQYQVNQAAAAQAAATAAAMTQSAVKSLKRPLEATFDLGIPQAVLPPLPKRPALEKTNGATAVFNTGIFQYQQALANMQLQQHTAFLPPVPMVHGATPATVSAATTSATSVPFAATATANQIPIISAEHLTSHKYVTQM
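TR-FRET readout: Ex 340 nm, 665/545 nm emission ratio, normalized to buffer-only (basal) and MBNL1-(CUG)12 controls. Complex of MBNL1-His with Biotin-(CUG)12, compounds 92 nM–58 uM, incubated 60 min at room temperature.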
* hit, by the source's call; ? = inconclusive; · = not tested or not shown; & = joins results of further samples; [ ] = another dose, or the depositor's remark. Unless noted, calls follow the shape of the dose curve; as a rule, active = well fitted curve in the direction sought with a large enough effect; inconclusive = small, poorly fitted or top-dose-only effect, or another doubt; inactive = no such curve, though single readings can be large; an effect the other way counts as inactive or inconclusive.

SMILES	TCR act	PTAP TSG101 blk	Mito fusion act	TSHR antag	Menin MLL FP TR	CXXC DNA block	Integrin act MD	A-T KAP1 phos	ASM inhibitor	MBNL1-CUG inh
NC(=S)N/N=C/c1ccccc1OC(=O)/C=C/c1ccccc1	3.5%	-4.5%	-6.3%	-10.7	·	73.2%[activator]	?	3.8%	-5.6%	13.7%
O=S(=O)(Nc1ccc2c(c1)OCCO2)c1ccc(F)c(F)c1	-2.9%	2.8%	16.1%	-1.9	?	3.8%	7.2%	-0.6%	-6.2%	1.3%
CC1CCCN(S(=O)(=O)c2cc(Cl)ccc2Cl)C1 (centres undefined)	·	·	-2.1%	37.9	0.8%	-7.4%	0.0%	·	-1.5%	-2.8%
Cc1ccc(CNS(=O)(=O)c2cc3c4c(c2)CCN4C(=O)CC3)cc1	1.3%	-2.1%	2.6%	7.1	·	·	0.0%	6.0%	·	·
CC1(C(=O)O)CCC(C(=O)Nc2cccc(F)c2)C1(C)C (centres undefined)	-2.3%	-2.1%	7.5%	-4.0	-1.1%	9.3%	17.1%	-2.9%	-1.1%	-8.6%
Cc1ccc2c(c1)N(CC(=O)NC1CCC(C)CC1)C(=O)CO2 (centres undefined)	1.8%	-3.0%	7.4%	7.0	-7.9%	-2.3%	?	-7.3%	0.4%	-2.4%
N#CCC(=O)Nc1ccc(C(=O)NNC(=O)c2ccccc2-n2cccc2)cc1	2.5%	-0.9%	-2.9%	5.6	·	·	?	-10.2%	1.2%	·
COc1ccc(CCCC(=O)NCc2ccccc2)cc1C	-0.3%[46.1 µM]	-0.7%	-1.5%	-13.0	-7.0%	-4.7%	-22.8%	0.6%	3.0%	·
CCOC(=O)c1sc(-c2ccccc2)nc1C	3.6%	0.7%	-4.3%	-9.1	-2.6%	-2.3%	10.5%	4.9%	-6.7%	13.7%
CC(C)(C)c1ccc(OCc2ccc(C(=O)N/N=C3\CC4CC=CC34)cc2)cc1 (centres undefined)	1.1%[46.1 µM]	0.6%	9.6%	-16.1	-6.5%	4.4%	-24.1%	-3.4%	-10.9%	-3.8%
CCN(CC(=O)NCc1cccs1)C(=O)c1cccc(S(=O)(=O)N(CC)c2ccccc2)c1	-2.0%	-2.0%	·	·	·	·	14.6%	·	-14.7%	·
O=C(Nc1ccccc1N1CCOCC1)c1ccc(F)c(S(=O)(=O)N2CCOCC2)c1	-1.2%	-0.2%	-6.8%	-3.8	·	·	-0.3%	1.4%	-3.6%	·
Cc1c(C(=O)NCC(c2ccco2)N2CCCC2)sc2ccccc12 (centres undefined)	0.7%	-3.1%	·	40.0	·	·	2.3%	32.2%	5.3%	·
CCN1CCN(C(=O)/C=C/c2cccc(Cl)c2)CC1	-7.7%	-0.2%	1.2%	2.4	-1.7%	18.3%	15.6%	-1.4%	2.3%	16.9%
CN(C(=O)CN1C(=O)c2cc(Cl)c(Cl)cc2C1=O)C1CCS(=O)(=O)C1 (centres undefined)	12.8%	0.3%	0.4%	-3.2	·	·	9.8%	3.1%	-0.3%	·
O=C(NCCCNCCCNC(=O)c1ccccn1)c1ccccn1	5.1%	-3.5%	-6.3%	13.9	12.9%	0.5%	0.0%	-1.3%	-2.4%	0.2%
Cc1ccsc1C(=O)OCC(=O)N1CC(C)CC(C)C1 (centres undefined)	1.6%	1.1%	·	-5.1	·	·	0.0%	17.5%	2.8%	·
Cc1ccc(SCCSc2nc(C)cc(=O)[nH]2)cc1	-1.4%	-4.6%	5.7%	-6.0	-18.8%	2.7%	8.2%	-0.8%	-0.9%	7.5%
CCN(CC)C(=O)Cn1cc(C(=O)C(=O)NCCCN2CCCCC2)c2ccccc21	4.3%	0.2%	-0.4%	15.7	·	-12.1%	15.3%	-10.8%	0.2%	8.0%
Cc1c(CCOC(=O)CC23CC4CC(CC(C)(C4)C2)C3)sc[n+]1Cc1ccc([N+](=O)[O-])cc1	-17.9%&-3.3%	-1.0%&0.2%	-7.9%	34.8	·	2.8%	-23.6%&0.0%	-5.4%	-13.2%&-15.4%	?
O=C(C1CCCN(S(=O)(=O)Cc2ccccc2)C1)N1CCc2ccccc21 (centres undefined)	-4.8%	-3.8%	6.4%	-3.3	-2.9%	-8.9%	-21.9%	·	-2.9%	-11.2%
CCn1c(SCC(=O)Nc2ccc(-c3nc4ccc(C)cc4s3)cc2)nnc1-c1ccccc1	·	·	-1.4%	-0.5	9.9%	-0.9%	·	17.3%	·	16.1%
Cc1ccc(CNC(=O)C2CCCN2S(=O)(=O)c2ccc3c(c2)C(C)(C)C(=O)N3C)cc1 (centres undefined)	4.6%	-3.6%	0.3%	1.2	2.5%	-2.5%	2.8%	-2.4%	-1.9%	-2.9%
CC(C)(C)c1ccc(OCCC(=O)OCC(=O)Nc2ccc(N3CCOCC3)cc2)cc1	3.4%	-1.8%	-3.0%	2.1	·	·	-13.4%	-9.4%	-4.2%	·
Cc1ccc(NC2CCCN(C(=O)c3ccc4[nH]ccc4c3)C2)cc1C (centres undefined)	2.6%	-0.7%	8.0%	33.6	-1.2%	5.1%	9.7%	4.1%	1.5%	-0.5%
Cc1nc2ccc(NC(=O)c3cccc(S(=O)(=O)N(C)c4ccccc4)c3)cc2s1	-5.6%	-0.2%	?	-40.4	12.6%	-0.5%	-42.4%	6.0%	-12.4%	·
O=C(Nc1cccc(S(=O)(=O)N2CCOCC2)c1)c1ccco1	-2.2%	-4.0%	-0.8%	7.9	·	-9.3%	-1.7%	1.1%	0.8%	1.1%
COc1ccc(COC(=O)c2cccc(S(=O)(=O)N3CCN(C(C)=O)CC3)c2)cc1F	5.9%	-1.3%	-4.1%	-6.6	·	·	-22.5%	2.5%	·	·
CNC(=S)Nc1ccc([N+](=O)[O-])c(C)c1	-10.2%	-2.7%	16.5%	-4.4	-3.4%	9.1%	-15.9%	-3.9%	-0.5%	14.2%
C/C(=N/NC(=O)c1ccc(Br)o1)c1cccc(NC(=O)c2ccc(F)cc2)c1	·	-2.8%	-1.6%	11.5	·	0.9%	-22.8%	10.3%	-12.5%	5.6%
CCN(CC)C(=O)CSc1nnc(-c2ccncc2)n1N	4.2%	-1.1%	-2.0%	10.6	0.0%	-3.4%	-0.2%	-6.1%	-1.9%	1.1%
C=CCOc1c(Br)cc(CNn2nnnc2N)cc1OCC	-5.0%	-0.6%	-2.5%	7.1	6.2%	1.3%	13.7%	0.6%	-1.1%	2.6%
COc1ccc(NC(=O)CCNC(=O)N2CC(=O)Nc3ccccc32)c(OC)c1	1.1%	-0.3%	0.0%	19.6	·	1.5%	?	-7.3%	10.4%	-5.5%
COc1ccc(CNC(=O)C2CCC(CNc3nc(=S)[nH]c4ccccc34)CC2)cc1 (centres undefined)	·	·	-2.3%	-1.3	1.6%	-8.8%	·	0.9%	·	-0.8%
COc1ccccc1CNC(=O)c1oc2ccccc2c1C	-5.7%	-5.5%	-0.7%	-11.4	·	-3.2%	0.0%	-16.5%	-1.7%	-3.3%
CCCCn1c(N)c(N(CCC(C)C)C(=O)c2cc(Cl)nc3ccccc23)c(=O)[nH]c1=O	-29.6%	-8.8%	6.2%	30.0	·	·	1.8%	0.2%	-1.0%	·
Cc1ccc(S(=O)(=O)NCCC(=O)N2CCN(c3ccccc3)CC2)cc1C	-16.8%	-5.7%	·	-15.3	·	·	·	6.9%	1.5%	·
COc1ccc(CCNC(=O)Cn2nc(C)n3nc(-c4ccccc4)cc3c2=O)cc1OC	3.1%	-1.2%	-1.2%	24.3	·	19.8%	16.8%	1.2%	2.4%	-2.2%

An excerpt; rates above refer to the full screens.
